Screening data from PubChem BioAssay.
GC-A act = GC-A (human) enzyme activation; P16066; HEK293 GC-A cells, cGMP TR-FRET, EC30 ANP; 0% at EC30 ANP, 100% saturating ANP; activation, % at 10 µM; 0.14% of 370,000 active; AID 1671463; in the data active = activation above about 40%
SMARCA2 act = increases SMARCA2 function in MMTV reporter cells. activation, % at 9.1 µM. AID 652017. 1% of 370,000 active. MG213 cells, MMTV-luciferase reporter, dexamethasone, overnight; in the data active = activation above about 7.8%;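 also: 0% = vehicle wells and 100% = reference activator wells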
rCAG binder = molecules binding r(CAG) RNA repeats; 1.3% of 370,000 active; r(CAG) RNA repeat, TO-PRO-1 dye displacement fluorescence; inhibition, % at 3 µM; AID 651821;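 active = inhibition above the plate cutoff, the mean of all test compounds on that plate plus 3 SD, cut at about 35% in these data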;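 also: 0% = DMSO alone and 100% = 100 µM mitoxantrone as full dye displacement; higher means more dye released from RNA so lower well fluorescence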
GC-B act = GC-B (human) receptor activation | AID 1920062 | activation, % at 10 µM | P20594 | HEK293-GC-B cells, CNP EC30, cGMP TR-FRET; 0% at EC30 CNP, 100% saturating CNP | 0.11% of 370,000 active;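 active = activation at 10 µM reaching about 35% in either raw or pattern-adjusted values, limit read from the data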
ARFGAP1 inhibitor = rat ARFGAP1 inhibition. Q62848. Arfgap1-stimulated ARF1 GTP hydrolysis, GDP FP detection. inhibition, % at 16.5 µM. 0.26% of 360,000 active;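 active = inhibition above a per-plate limit, mean inhibition of low control wells plus 3 SD, cut at about 25% in these data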;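 also: 0% = DMSO wells with enzyme and 100% = wells lacking Arfgap1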
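Repeats: one replicate per compound; assay system: rat Arfgap1 catalytic domain, aa 1-136; times: enzyme reaction 120 min at 25 °C after 20 min preincubation; detection: FP of antibody-bound GDP Alexa 633 tracer, ex 620/em 688 nm; benchmarks: high control wells lacking Arfgap1, low control full reaction with DMSO; reagent: human ARF1(Δ1-17)-GTP substrate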
HTRA1 inh = inhibitors of human serine peptidase HTRA1; 0.5% of 340,000 active; inhibition, % at 5.96 µM; recombinant HTRA1, FP-rhodamine activity-based probe, fluorescence polarization; AID 504803; Q92743; in the data active = inhibition above about 36%;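 also: 0% = enzyme with DMSO and 100% = wells lacking enzyme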
PG9 Ab binder = small molecules binding HIV-1 gp120 antibody PG9; 0.43% of 360,000 active; inhibition, % at 6.7 µM; AID 624416; TR-FRET gp120-PG9 antibody binding; in the data active = inhibition above about 8.5%
Rev-erbA mod = modulators of human Rev-erb alpha DNA binding. Rev-erbα–FITC-DNA binding, fluorescence polarization, 90 min. activity, % at 10 µM. 0.79% of 370,000 active. AID 1259318;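 active = activity above about 14%, limit read from the data; passing the limit was not always enough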;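 also: 0% = DMSO wells with 35 nM protein and 100% = DMSO wells with 750 nM protein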
Target sequence (P20393 whole entry, looked up): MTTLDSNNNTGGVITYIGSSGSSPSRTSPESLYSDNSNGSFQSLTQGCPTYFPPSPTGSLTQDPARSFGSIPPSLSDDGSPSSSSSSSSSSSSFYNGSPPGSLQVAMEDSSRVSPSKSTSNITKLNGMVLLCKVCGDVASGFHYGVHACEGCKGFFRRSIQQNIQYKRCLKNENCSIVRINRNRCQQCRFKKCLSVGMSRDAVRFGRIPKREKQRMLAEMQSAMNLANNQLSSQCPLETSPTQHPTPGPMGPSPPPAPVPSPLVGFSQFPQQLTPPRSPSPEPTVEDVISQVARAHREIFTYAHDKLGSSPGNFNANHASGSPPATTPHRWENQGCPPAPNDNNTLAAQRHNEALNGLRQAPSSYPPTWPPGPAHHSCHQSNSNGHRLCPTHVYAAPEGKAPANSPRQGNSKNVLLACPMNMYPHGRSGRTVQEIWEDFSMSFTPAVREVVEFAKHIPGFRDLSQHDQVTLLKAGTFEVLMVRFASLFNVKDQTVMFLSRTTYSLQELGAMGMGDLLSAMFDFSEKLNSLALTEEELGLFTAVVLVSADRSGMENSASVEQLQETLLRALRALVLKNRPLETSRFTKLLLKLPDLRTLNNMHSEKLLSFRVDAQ
ASAP1 inh = blocks human ASAP1-stimulated Arf1 GTP hydrolysis; Q9ULH1; GDP FP detection; 0.19% of 360,000 active; inhibition, % at 16.5 µM; in the data active = inhibition above about 25%;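 also: 0% = vehicle with enzyme and substrate and 100% = no enzyme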
Target sequence (Q9ULH1 325-724 limits assumed): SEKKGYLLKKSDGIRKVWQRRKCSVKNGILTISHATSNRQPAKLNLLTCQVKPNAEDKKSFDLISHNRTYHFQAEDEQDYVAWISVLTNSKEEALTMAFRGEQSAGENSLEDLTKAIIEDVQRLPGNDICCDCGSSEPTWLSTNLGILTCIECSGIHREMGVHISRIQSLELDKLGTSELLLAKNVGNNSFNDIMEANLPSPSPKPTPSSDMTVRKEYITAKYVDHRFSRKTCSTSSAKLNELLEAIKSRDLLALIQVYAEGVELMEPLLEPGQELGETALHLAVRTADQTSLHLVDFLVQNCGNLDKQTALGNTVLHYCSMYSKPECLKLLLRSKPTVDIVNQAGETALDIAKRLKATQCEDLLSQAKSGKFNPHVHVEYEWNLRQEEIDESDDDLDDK
ABHD4 inh = inhibits mouse alpha/beta hydrolase domain 4. 0.54% of 370,000 active. AID 720543. Q8VD66. inhibition, % at 8.92 µM. purified mABHD4, FP-Rh probe fluorescence polarization;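 active = inhibition exceeding the mean over every tested compound plus 3 SD, cut at about 30% in these data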;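 also: 0% = plate median of compound wells and 100% = S159A mutant with DMSO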
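System: mouse ABHD4 enzyme, wild type / Medium: HEPES pH 7.0, NaCl, Pluronic buffer / Reagent: FP-Rh activity-based fluorescent probe / Control set: S159A mutant high control, sample median low control / Detection: fluorescence polarization with parallel and perpendicular emission, 525/598 nm / Schedule: 45 min + 60 min at 25 °C / Compound dosing: 8.92 µM, single dose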
* hit, by the source's call; / = not tested or not shown. Hits appear at their usual frequency; about 4.4% have a hit in one of these screens.

no.	Compound	GC-A act	SMARCA2 act	rCAG binder	GC-B act	ARFGAP1 inhibitor
1	COc1ccc2cc(C(=O)C3CCCN(C(=O)/C=C/c4ccccn4)C3)ccc2c1 (configuration not stated)	-2	-3	-6	-3	0
2	CCc1nc(C)cn1S(=O)(=O)c1ccc2c(c1)OCCO2	1	-2	0	0	6
3	CC(C)(C)NC(=O)COC(=O)CCC(=O)c1ccc(F)cc1	1	0	-4	0	2
4	Cc1cc(C)n(-c2nc3ccccc3nc2Nc2ccc(CC(=O)O)cc2)n1	-1	-2	31	-2	3
5	NC(=O)Cn1c(=O)n(CC(=O)N2CCCCC2)c(=O)c2sccc21	5	-1	1	5	16
6	COc1cc(CC(=O)OCC(=O)Nc2cccc([N+](=O)[O-])c2)cc(OC)c1OC	-2	3	-3	-11	-3
7	O=C(COc1ccc2c3c(c(=O)oc2c1)CCCC3)NCCCn1ccnc1	-2	0	-4	-6	3
8	CC[C@]12c3[nH]c4ccccc4c3CCN1C(=O)C(CC(=O)NCCc1ccccn1)C[C@@H]2C(=O)N1CCN(C(=O)C2CC2)CC1 (some centres not stated)	-6	-3	0	-1	-3
9	O=C1N=c2ccccc2=C1c1sc(=S)n(NC(=O)c2cccc(O)c2)c1O	-9	2	11	-8	-5
10	Cc1ccc(S(=O)(=O)N2CCOCC2)cc1C(=O)OCC(=O)N1CCc2ccccc2C1	-2	0	-3	2	0
11	COc1cc(C(=O)NCC2CCCO2)ccc1OCc1ccccc1Cl (configuration not stated)	3	-1	-3	7	7
12	CC1CCN(S(=O)(=O)c2ccc3c(c2)N(C)C(=O)CC(=O)N3C)CC1	7	-1	2	10	-4
13	CCOC(=O)c1sc(NC(=O)CCN2CCCCCC2)c(C(=O)OCC)c1C	-32	1	2	-31	4
14	COc1ccc(CCNc2nc(-c3ccc(O)cc3)cs2)cc1OC	3	0	7	0	1
15	O=C(NNC(=O)c1ccc(-n2cncn2)c([N+](=O)[O-])c1)c1ccc(Cl)cc1	10	-1	4	8	-3

no.	HTRA1 inh	PG9 Ab binder	Rev-erbA mod	ASAP1 inh	ABHD4 inh
1	-5	-0.7	-3	-10	2
2	-1	1.7	4	3	0
3	2	0.1	-11	6	0
4	-6	-1.9	2	-13	-3
5	2	-2.6	1	-9	2
6	-3	-0.4	0	-13	1
7	3	-1.3	2	1	6
8	7	-0.6	-3	2	2
9	0	-5.4	1	9	26
10	-2	-1.6	1	-8	2
11	-10	-1.7	3	-9	-6
12	9	-0.3	-2	9	1
13	-7	2.1	0	-5	-13
14	2	1.1	-5	-4	-3
15	5	0.4	10	15	5

More structures.
no.	Compound	GC-A act	SMARCA2 act	rCAG binder	GC-B act	ARFGAP1 inhibitor
16	CC(C)Oc1ccc(OCCNC2CCCC2)cc1	4	0	2	1	6
17	Cc1ccc(OCCOC(=O)Cn2nc(C)c([N+](=O)[O-])c2C)cc1	0	-2	-3	-1	-3
18	O=C(Cn1nc(C(=O)O)c2ccccc2c1=O)Nc1cccc(S(=O)(=O)N2CCCC2)c1	-3	-2	11	-4	-4
19	CCS(=O)(=O)c1ccc2oc(SCC(=O)Nc3ccc(OC)cc3)nc2c1	-6	-2	2	-5	1
20	O=C(Nc1ccc(N2CCOCC2)cc1N1CCOCC1)c1cccc([N+](=O)[O-])c1	-1	0	-7	1	-3
21	C#CCN([C@@H](C)C(=O)OCC)S(=O)(=O)c1ccc(Br)cc1F	1	0	2	-3	-6
22	Cc1ccc(S(=O)(=O)NCc2ccc(C(=O)NCCCN3CCC(Cc4ccccc4)CC3)cc2)cc1	4	-3	0	-1	12
23	O=C(Nc1ccc2c(c1)C(=O)NC2=O)c1cccc(C(F)(F)F)c1	-4	-5	4	4	7
24	c1ccc2c(c1)OCCOCCOc1ccccc1OCCOCCO2	-1	-1	-6	4	-13
25	BrC(=C\c1ccccc1)/C=N/Nc1ccc2nncn2n1	-6	-4	7	-5	4
26	CN1C[C@H](C(=O)NC2(C)OC3(O)[C@@H]4CCCN4C(=O)[C@H](Cc4ccccc4)N3C2=O)CC2c3cccc4[nH]cc(c34)C[C@H]21 (some centres not stated)	2	-1	4	-2	4
27	Fc1ccc(Cn2nnc(-c3ccc(CN4CCOCC4)cc3)n2)cc1	1	-3	-11	8	4
28	COc1cc(NC(=O)CSc2nc(C)cc(C)n2)cc(OC)c1OC	0	1	-6	1	-1
29	O=C1C=C(NC2CCCCC2)CCC1	2	0	0	2	-4
30	CC(C)(C)c1ccc(SCCc2cccnc2)cc1	4	6	-5	-9	9

no.	HTRA1 inh	PG9 Ab binder	Rev-erbA mod	ASAP1 inh	ABHD4 inh
16	3	1.2	-3	-1	3
17	0	-0.7	0	3	-3
18	-7	0.2	-6	7	-5
19	0	0.5	4	-9	-6
20	11	-0.1	-4	2	6
21	/	-1.2	-7	3	-5
22	-4	-0.8	-6	1	-1
23	-4	1.8	2	18	-2
24	-4	-0.8	5	3	-1
25	-1	-0.8	-3	0	2
26	4	-1.8	0	-6	6
27	-5	0.8	10	2	2
28	3	0.1	1	12	-4
29	-3	-5.2	-1	5	-3
30	7	-1.6	2	-1	-2

Reformatted with two lines to a compound: part of the list above.
Below each SMILES: GC-A act	SMARCA2 act	rCAG binder	GC-B act	ARFGAP1 inhibitor	HTRA1 inh	PG9 Ab binder	Rev-erbA mod	ASAP1 inh	ABHD4 inh
17) Cc1ccc(OCCOC(=O)Cn2nc(C)c([N+](=O)[O-])c2C)cc1
    0	-2	-3	-1	-3	0	-0.7	0	3	-3
21) C#CCN([C@@H](C)C(=O)OCC)S(=O)(=O)c1ccc(Br)cc1F
    1	0	2	-3	-6	/	-1.2	-7	3	-5

(next part)
no.	Compound	GC-A act	SMARCA2 act	rCAG binder	GC-B act	ARFGAP1 inhibitor
31	CCn1c(SCC(=O)N/N=C/C(C)=C\c2ccco2)nnc1-c1ccccc1	-9	1	5	1	3
32	COc1ccc(/C=N/NC(=S)N[C@H]2CC3CCC2C3)cc1 (some centres not stated)	0	-2	3	-4	-4
33	CC(Sc1ccc(Cl)cc1)C(=O)NCc1ccc2c(c1)OCO2 (configuration not stated)	6	0	1	-6	9
34	CCCSCCCNC(=O)Cn1c(=O)c2cccn2c2ccccc21	-10	1	-3	-8	0
35	COCc1cc(C)nc(SCC(=O)Nc2cccc3cccnc23)c1C#N	5	1	2	3	-2
36	COc1ccc(C(=S)N2CCOCC2)cc1OC(=O)c1ccc([N+](=O)[O-])cc1	-4	2	3	0	1
37	O=C(NN1S(=O)(=O)c2ccccc2S1(=O)=O)c1ccc(Br)cc1	1	0	0	0	3
38	COc1ccc(NC(=O)COc2ccc(CNCCCN3CCOCC3)cc2OC)cc1	4	-3	-4	-7	3
39	COCCCNC(=O)CCc1nnc2ccc(N3CCC(C)CC3)nn12	-2	0	-1	1	-5
40	NNC(=O)c1ccc(Cn2cc(Cl)cn2)cc1	1	0	-2	1	-5
41	S=c1[nH]nc(COc2ccc(Cl)cc2)n1C1CCCCC1	-3	-3	5	-3	4
42	COc1ccc(C2=CC(=O)C[C@H](c3ccc(Cl)cc3)C2)cn1	3	0	-5	-5	3
43	CC1CCC/C(=C\Nc2ccc(O)cc2)C1=O (configuration not stated)	-2	-3	6	4	-3
44	O=C(COC(=O)c1cnc(Cl)c(Cl)c1)NCCC1=CCCCC1	-7	-2	-5	-4	1
45	Cc1sc2nc(COC(=O)c3ccc(Cl)c(N)c3)[nH]c(=O)c2c1C	-4	-1	8	-2	-14

no.	HTRA1 inh	PG9 Ab binder	Rev-erbA mod	ASAP1 inh	ABHD4 inh
31	7	-4.0	-2	9	5
32	/	-3.4	-5	20	-4
33	1	0.9	5	7	0
34	6	-0.7	0	7	0
35	-5	-0.8	-2	0	-5
36	-1	-1.2	5	-12	0
37	-2	-0.7	1	4	2
38	-6	-1.1	5	4	-5
39	4	0.4	-4	8	-3
40	-3	-2.5	2	9	0
41	-12	3.1	-4	-1	-2
42	-17	0.0	4	8	-3
43	39*	-2.4	-3	3	44*
44	-3	1.5	-2	-8	-2
45	-16	0.6	-8	11	-1

A few values from the entries so far.
For HTRA1 inh, CC(Sc1ccc(Cl)cc1)C(=O)NCc1ccc2c(c1)OCO2 (configuration not stated) has 1
For SMARCA2 act, NNC(=O)c1ccc(Cn2cc(Cl)cn2)cc1 has 0
For ASAP1 inh, COc1ccc(C2=CC(=O)C[C@H](c3ccc(Cl)cc3)C2)cn1 has 8
For ARFGAP1 inhibitor, Cc1sc2nc(COC(=O)c3ccc(Cl)c(N)c3)[nH]c(=O)c2c1C has -14

Record cards (already shown).
Cc1sc2nc(COC(=O)c3ccc(Cl)c(N)c3)[nH]c(=O)c2c1C is listed with GC-A act = -4; SMARCA2 act = -1; rCAG binder = 8; GC-B act = -2; ARFGAP1 inhibitor = -14; HTRA1 inh = -16; PG9 Ab binder = 0.6; Rev-erbA mod = -8; ASAP1 inh = 11; ABHD4 inh = -1
CC1CCC/C(=C\Nc2ccc(O)cc2)C1=O (configuration not stated) is listed with GC-A act = -2; SMARCA2 act = -3; rCAG binder = 6; GC-B act = 4; ARFGAP1 inhibitor = -3; HTRA1 inh = 39*; PG9 Ab binder = -2.4; Rev-erbA mod = -3; ASAP1 inh = 3; ABHD4 inh = 44*

(next part)
no.	Compound	GC-A act	SMARCA2 act	rCAG binder	GC-B act	ARFGAP1 inhibitor
46	COc1ccc(CC(=O)NC2CCN(Cc3nnnn3C(C)(C)C)CC2)cc1OC	4	-2	-1	8	-1
47	O=C(NCc1ccccc1)c1ccccc1-c1nc2ccccc2[nH]1	-1	2	-1	2	-5
48	CC1CCc2ccc(F)cc2N1S(=O)(=O)c1cccs1 (configuration not stated)	-1	0	-1	0	1
49	CCN1CCN(CCn2c(=S)[nH]c3ccccc3c2=O)CC1	3	2	0	10	4
50	C[C@H](NC(=O)c1nc[nH]c1C(=O)N[C@@H](CCCCNC(=O)OC(C)(C)C)C(=O)OC(C)(C)C)c1ccccc1	3	-1	-2	0	-9
51	O=C(Nc1ccc2snnc2c1)N1CCN(c2ccccc2)CC1	-1	2	2	2	-3
52	CCc1ccccc1NC(=S)N(CCN1CCOCC1)Cc1ccccc1F	-7	1	-8	-10	2
53	Cc1cccc(N2C(=O)C(O)=C(C(=O)c3cccs3)C2c2ccc(F)cc2)n1 (configuration not stated)	5	-3	3	-1	-5

no.	HTRA1 inh	PG9 Ab binder	Rev-erbA mod	ASAP1 inh	ABHD4 inh
46	6	-1.4	-5	1	-1
47	-4	-0.6	-3	2	2
48	16	-1.8	1	2	-10
49	-1	-0.1	-3	19	0
50	-43	1.3	3	-6	-28
51	-15	-2.1	1	-5	2
52	3	0.1	3	6	5
53	7	5.9	0	-2	10
